# SMN2 splice up: qHTS Assay for Enhancers of SMN2 Splice Variant Expression | Potency, µM (highest dose often 46.1 µM), inactives show at the highest dose activity change, positive = activation, usual class: activators | 210,000 compounds, 2.8% hits | HEK293 SMN2-luciferase splicing reporter, luminescence, 30-36 h; further: % of control where 0% means no effect; nearly all actives have a fitted effect of over 55% in size
#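 HEK293 cells carry an SMN2 […]–luciferase reporter in which exon 7 inclusion puts luciferase in frame. Cells were plated 10-12 h before compound addition, then incubated 30-36 h at 37C. ONE-Glo luminescence was read; sodium butyrate at 4.5 mM final served as control.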
# JMJD2E inh: qHTS Assay for Inhibitors of Human Jumonji Domain Containing 2E (JMJD2E); Lysine-specific demethylase 4E (Homo sapiens), B2RXH2; Potency, µM (series often up to 57.1 µM), inactives show top-dose activity change, negative = inhibition, usual class: inhibitors; AID 2147, 2009; JMJD2E catalytic domain, FDH-coupled NADH fluorescence (FDH is formaldehyde dehydrogenase); 230,000 compounds, 1.6% hits; active means well fitted inhibition curve with a large enough effect, not every such curve was filed as active; inconclusive means small, poorly fitted or top-dose-only effect, or another doubt; inactive means no such curve, though single readings can be large or run the other way;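 further: 0% = wells with enzyme and -100% = buffer wells without enzyme; nearly all actives have a fitted effect of over 50% in size; many of its hits are not listed in these tables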
# Target sequence (B2RXH2 1-337 limits assumed): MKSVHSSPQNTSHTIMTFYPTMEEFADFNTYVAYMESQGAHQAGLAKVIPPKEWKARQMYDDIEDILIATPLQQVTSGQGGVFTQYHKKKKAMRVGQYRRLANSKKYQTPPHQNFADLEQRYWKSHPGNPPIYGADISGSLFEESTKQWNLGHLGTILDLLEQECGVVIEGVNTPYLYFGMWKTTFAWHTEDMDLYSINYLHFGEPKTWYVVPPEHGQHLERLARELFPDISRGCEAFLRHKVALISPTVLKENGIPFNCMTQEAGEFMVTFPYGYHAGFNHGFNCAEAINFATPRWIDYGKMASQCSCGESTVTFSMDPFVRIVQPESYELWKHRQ
# HTT aggregate: qHTS Multiplex Assay to Identify Dual Action Probes in a Cell Model of Huntington: Aggregate Formation (GFP); PC12 HttQ103-GFP aggregates, Acumen cytometry, 40 h; Potency, µM (top dose mostly 46.1 µM), inactives show top-dose activity change, negative = inhibition, usual class: inhibitors; 220,000 compounds, 1.1% hits; AID 1688, 2009; further: on the % scale 0 is the no-effect control and ±100 the full control effect; nearly all actives have a fitted effect of over 60% in size
#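 Using laser scanning cytometry, GFP-positive aggregates were counted after lysis of PC12 cells induced with 100 nM tebufenozide to express HTT exon 1 Q103–GFP. Compounds were tested in titration.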
# Tau fibril ThT: qHTS for Inhibitors of Tau Fibril Formation, Thioflavin T Binding | Microtubule-associated protein tau (Homo sapiens), P10636 | Potency, µM (top dose mostly 57.4 µM), without a hit: at the top dose activity, negative = inhibition, hits mostly inhibitors | 270,000 compounds, 2.1% hits | recombinant tau K18 P301L, heparin-induced fibrillization, ThT fluorescence; further: on the % scale 0 is the no-effect control and ±100 the full control effect; nearly all actives have a fitted effect of over 55% in size
# Target sequence (P10636 561-689 P618L limits assumed): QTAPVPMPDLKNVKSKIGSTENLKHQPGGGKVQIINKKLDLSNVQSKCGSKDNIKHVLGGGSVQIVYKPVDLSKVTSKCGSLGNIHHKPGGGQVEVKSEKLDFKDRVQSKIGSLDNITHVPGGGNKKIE
#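 K18 P301L tau (15 uM + 0.24 uM Alexa 594-tagged), heparin 20 uM, NaOAc pH 7, 6 h 37 C; ThT 30 uM, 1 h RT, ex 450/em 510 nm.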
# Tau fibril FP: qHTS for Inhibitors of Tau Fibril Formation, Fluorescence Polarization. 280,000 compounds, 0.39% hits. K18 P301L tau heparin fibrillization, Alexa594 FP, 6 h. Microtubule-associated protein tau (Homo sapiens), P10636. Potency, µM (series often up to 57.7 µM), inactives show at the highest dose activity, negative = inhibition, actives largely listed as inhibitors; further: on the % scale 0 is the no-effect control and ±100 the full control effect; nearly all actives have a fitted effect of over 55% in size
#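 Heparin (20 uM) drove fibril formation of recombinant tau K18 P301L, 15 uM unlabeled with 0.24 uM Alexa 594 label, for 6 hr at 37 C in 100 mM sodium acetate pH 7. Fluorescence polarization (555/632 nm) read 1 hr after 30 uM ThT.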
# Tau fluor counter: Counterscreen qHTS for Inhibitors of Tau Fibril Formation, Fluorescence Polarization; tau K18 P301L Alexa594 fluorescence, heparin fibrillization; Potency, µM (top dose mostly 57.7 µM), inactives show top-dose activity change, negative = decrease; 280,000 compounds, 0.93% hits; AID 1463, 2008; further: on the % scale 0 is the no-effect control and ±100 the full control effect; nearly all actives have a fitted effect of over 55% in size
#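 Human tau K18 P301L (15 uM unlabeled, 0.24 uM Alexa 594-labeled) in 100 mM sodium acetate pH 7 with 20 uM heparin, 6 hr at 37 C. ThT 30 uM added, 1 hr ambient; Alexa 594 FP and total fluorescence read at 555/632 nm.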
# ALDH1A1 block: qHTS Assay for Inhibitors of Aldehyde Dehydrogenase 1 (ALDH1A1) | Aldehyde dehydrogenase 1A1 (Homo sapiens), P00352 | Purified ALDH1A1, NADH fluorescence, propionaldehyde substrate | Potency, µM (doses to about 75.3 µM), for inactives: top-dose activity, negative = inhibition, usual class: inhibitors | 220,000 compounds, 7.3% hits | AID 1030, 2008; active means well fitted inhibition curve with a large enough effect, not every such curve was filed as active; inconclusive means small, poorly fitted or top-dose-only effect, or another doubt; inactive means no such curve, though single readings can be large or run the other way;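 further: plate controls were no enzyme wells and a reference inhibitor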
# Target sequence (P00352 whole entry, looked up): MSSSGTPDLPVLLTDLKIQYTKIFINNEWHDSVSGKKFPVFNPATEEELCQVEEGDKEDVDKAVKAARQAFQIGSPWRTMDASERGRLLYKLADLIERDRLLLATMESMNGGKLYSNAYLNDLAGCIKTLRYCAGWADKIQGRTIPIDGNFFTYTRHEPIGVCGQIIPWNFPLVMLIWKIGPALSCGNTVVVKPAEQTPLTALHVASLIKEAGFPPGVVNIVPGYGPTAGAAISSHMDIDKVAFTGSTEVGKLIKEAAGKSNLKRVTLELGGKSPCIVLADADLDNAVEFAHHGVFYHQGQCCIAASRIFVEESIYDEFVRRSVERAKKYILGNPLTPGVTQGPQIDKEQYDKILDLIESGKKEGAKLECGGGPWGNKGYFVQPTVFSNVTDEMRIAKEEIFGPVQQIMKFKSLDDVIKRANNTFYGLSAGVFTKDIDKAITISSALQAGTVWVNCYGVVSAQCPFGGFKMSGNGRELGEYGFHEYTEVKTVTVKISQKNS
# HTT ATP protect: qHTS Multiplex Assay to Identify Dual Action Probes in a Cell Model of Huntington: Cytoprotection (ATP). PC12 HTT-Q103 induced, cytoprotection, ATP luminescence, 40 h. Potency, µM (series often up to 56.4 µM), for inactives: cytoprotection (ATP increase), hits mostly activators. 230,000 compounds, 0.14% hits. AID 1471, 2008;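 further: % of control where 0% means no effect; nearly all actives have a fitted effect of over 45% in size; toxic huntingtin expression switched on by the ecdysone agonist tebufenozide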
#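 Stable PC12 Q103-GFP cells in serum-supplemented, phenol red-free DMEM; induction by tebufenozide at 100 nM final; compound dose series; cell viability quantified luminescently from ATP.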
# The depositor's hits bear a star; u = inconclusive; x = not tested or not shown; & = joins results of further samples; [ ] = dose if it differs, or a comment. Unless noted, the call rests on the fitted dose curve; in most records, active means well fitted curve in the direction sought with a large enough effect; inconclusive means small, poorly fitted or top-dose-only effect, or another doubt; inactive means no such curve, though single readings can be large; an effect the other way counts as inactive or inconclusive. Potency means the concentration at half of the fitted maximal effect.
SMILES,SMN2 splice up,JMJD2E inh,HTT aggregate,Tau fibril ThT,Tau fibril FP,Tau fluor counter,ALDH1A1 block,HTT ATP protect
OC(COCc1ccc(Cl)cc1)CN1CC=C(c2ccccc2)CC1 (configuration not stated),-6.1%,u,-20.4%,-11.1%,-2.6%,-16.6%,u,-10.8%
CCCCCCCCCC[Si](C)(C)CCC(=O)NC(Cc1ccc(C)cc1)c1ccccc1 (configuration not stated),u,-2.0%,x,-4.2%,1.8%,-9.0%,5.3%,x
CCOC(=O)Cc1[nH]nc2c1C(c1ccoc1)C(C#N)=C(N)O2 (configuration not stated),25.6%,-21.2%,u,u,-21.8%,-12.1%,u,7.8%
Cn1c(CN2CCN(C(=O)COc3ccccc3)CC2)nc2cc([N+](=O)[O-])ccc21,-30.3%[inhibitor],-7.1%,8.6%,-5.4%,-1.4%,-4.1%,u,22.9%[10 µM]
Cc1ccc2c(c1)CC1(CN2C)C(=O)NC(=O)N(c2ccc(C)c(C)c2)C1=O (configuration not stated),-3.0%,-2.3%,12.4%,u,0.1%,-9.6%,u,-9.3%[0.074 µM]
S=C=NCc1ccccc1,11.1%,1.5%,x,-1.0%,0.1%,-2.5%,2.82µM*,-20.2%
CCOP(=O)(OCC)C(NC(=O)CC(C)C)C(Cl)(Cl)Cl (configuration not stated),17.4%,-12.6%,3.0%,1.6%,-9.2%,1.3%,2.6%,-31.6%
C=CCn1c(O)c(C(C)=NCCCN2CCOCC2)c(=O)[nH]c1=O,7.5%,3.7%,25.9%,-1.7%,0.6%,8.2%,-0.5%,8.2%
CN1C(=O)N(C)C(=O)C2(Cc3c(ccc4ccccc34)N(C)C2)C1=O,-6.5%,u,7.2%,u,u,u,-13.2%,-8.1%[0.074 µM]
CC(/C=C(\C)Nc1ccccc1)=Nc1ccccc1,17.7%,-2.2%,0.4%,-15.6%,3.3%,-7.6%,25.1µM*,-9.1%
CCc1sc(C(=O)N2CCC3(CC2)OCCO3)cc1Br,24.8%,3.0%,-14.8%,-3.8%,7.5%,4.4%,u,u
Cc1cc(/C=C2\C(=O)NC(=O)N(Cc3ccccc3)C2=O)c(C)n1-c1ccc(Cl)c(C(=O)O)c1,0.4%,u,-6.9%,u,u,-14.6%,u,x
CCOC(=O)c1cccc(NS(=O)(=O)c2ccc(NC(C)=O)cc2)c1,-48.1%[inhibitor],1.1%,-33.3%,-3.1%,-6.6%,-12.1%,7.8%,21.2%
O=C(CN1C(=O)CN=C(c2ccccc2)c2ccccc21)NCc1ccco1,-6.0%,3.9%,-16.0%,8.2%,-2.3%,-2.4%,u,7.0%[10 µM]
C[C@@H]1C(=O)O[C@@H]2CC34[C@H]5C[C@@H](C(C)(C)C)C36[C@H](OC(=O)[C@@H]6O)OC4(C(=O)O5)[C@@]12O (some centres not stated),-9.8%,6.6%,-11.4%,-5.4%,-0.1%,-0.8%,8.7%,x
O=S(=O)(O)c1cc(N=C=S)ccc1/C=C/c1ccc(N=C=S)cc1S(=O)(=O)O,-4.6%,u,x,u,-5.2%,-14.8%,u,u
Cn1cc(C(=O)Cc2ccccc2)c2ccccc21,-2.6%,7.5%,0.1%,-4.9%,-7.4%,-8.3%,-13.6%,-1.0%[10 µM]
c1ccc2cc(C3N4CCCN34)ccc2c1 (configuration not stated),2.8%,u,8.7%,-5.5%,4.3%,-5.2%,6.0%,3.98µM*
CCn1c(O)c(C=Nc2cc(Cl)ccc2Cl)c(=O)n(CC)c1=O,u,-14.0%,-8.9%,u,-8.7%,-10.5%,-12.7%,-27.7%[10 µM]
Cc1ccccc1-c1nc(CS(=O)CC(=O)N2CCC3(CC2)OCCO3)c(C)o1 (configuration not stated),-20.0%,-3.9%,2.8%,-11.2%,6.6%,0.7%,-9.7%,3.1%
CCc1nc2ccc(N3CCN(C)CC3)cc2nc1CC,19.1%,u,8.5%,0.4%,-0.7%,-1.5%,-10.0%,20.6%[10 µM]
CSc1ccc(CNC(C)C(O)c2ccccc2)cc1 (configuration not stated),5.3%,u,-3.3%[9.22 µM],0.1%,-9.4%,-10.7%,-0.2%,-207.9%[inhibitor]
C[N+]1(C)[C@@H]2CC[C@H]1CC(OC(=O)[C@@H](CO)c1ccccc1)C2 (some centres not stated),-7.7%[20.6 µM],9.6%[25.5 µM],-3.2%[20.6 µM],x,x,x,10.3%[20.9 µM],7.5%[40.3 µM]
O=C1CC(N2CCC(n3c(=O)[nH]c4ccccc43)CC2)C(=O)N1c1ccc(F)cc1 (configuration not stated),5.3%,5.2%,0.5%,-12.0%,-2.6%,-1.2%,-1.8%,-1.3%[10 µM]
O=C1NC(=O)N(Cc2ccccc2)C(=O)/C1=C\N1CCCc2ccccc21,x,0.8%,-12.0%,-0.2%,9.8%,4.2%,-1.8%,-37.8%[10 µM]
O=C(NC(=O)c1c(F)cccc1F)Nc1cc(Cl)c(OC(F)(F)C(F)C(F)(F)F)cc1Cl (configuration not stated),-27.2%,4.7%,2.0%,u,u,-29.3%,4.8%,-49.7%&-58.6%
O=P(C(c1ccc2c(c1)OCO2)N1CCOCC1)(N1CCOCC1)N1CCOCC1 (configuration not stated),1.2%,0.9%,-4.5%,1.6%,-3.6%,5.6%,0.1%,-25.7%
Cc1cc([N+](=O)[O-])c(Cl)cc1NC(=O)C(C)C,-5.2%,-4.0%,5.2%,4.0%,1.1%,5.9%,-11.0%,-5.3%[10 µM]
CN(N=O)c1ccc(O)c(O)c1,-41.9%[inhibitor],10µM*,x,-6.0%,-1.6%,-9.2%,15.8µM*,-8.4%[1.9 µM]
O=c1[nH]c(=O)n(-c2cccc3ccccc23)c(O)c1/C=N/N1CCCCCC1,x,2.0%,-3.2%[9.22 µM],-15.0%,-4.0%,-13.2%,x,7.4%[10 µM]
Oc1ccc2c3c1O[C@H]1c4oc5ccccc5c4C[C@@]4(O)[C@@H](C2)N(CC2CC2)CC[C@]314,x,-5.6%,-12.1%[9.22 µM],4.9%,-5.7%,5.4%,x,0.1%[10 µM]
O=C(C1CCN(CC2CCCCC2)CC1)N1CCCC1,u,-11.4%,9.9%,5.3%,1.1%,7.4%,-1.6%,-9.7%[10 µM]
NC(=O)C1(N2CCCCC2)CCN(Cc2ccccc2)CC1,-5.4%,1.2%,-17.9%,-6.8%,0.7%,1.2%,-15.0%,-6.3%[10 µM]
C[C@]12CC[C@H]3[C@@H](CCC4C[C@H](O)CC[C@@]43C)[C@@H]1CC[C@@H]2O (some centres not stated),-20.8%,1.9%,x,-11.0%,7.5%,-5.1%,5.4%,x
CP(=O)(O)C1=CCNCC1,-17.7%&-2.8%,8.3%,x,0.8%&-5.0%,-1.0%&-13.3%,-4.1%&-4.7%,6.6%&1.3%,2.1%
Cc1ccc(CNC(=O)CCCn2c(=O)c3sccc3n(CC(=O)Nc3c(C)cccc3C)c2=O)cc1,14.1%,x,x,7.3%,5.9%,-7.2%,x,x
Nc1c(C(=O)NCc2ccco2)c2nc3ccccc3nc2n1Cc1ccc(F)cc1,-7.4%,u,u,u,u,u,u,-13.8%[10 µM]
O=S1(=O)CCN(CCc2c[nH]c3ccccc23)CC1,-0.9%,5.1%,14.1%,0.3%,8.2%,2.1%,-8.7%,7.5%
CCCCCCCCCCCCCCCC(=O)OC[C@H](COP(=O)([O-])OCC[N+](C)(C)C)OC(C)=O,8.0%&5.9%,3.6%,x,-5.1%&-9.6%,u,-3.2%&-4.2%,0.8%&0.6%,4.9%&-21.4%
CC(C)(C)c1ccc(C(=O)Nc2ccc(Cl)cc2C(=O)c2ccccc2)cc1,-16.1%,x,x,-5.5%,-13.7%,-13.3%,x,x
CC(C)C(=O)NC(Oc1ccccc1Cl)C(Cl)(Cl)Cl (configuration not stated),0.7%,2.7%,-16.7%,u,0.1%,-12.1%,u,6.1%
c1ccc(N=Nc2ccccc2)cc1,3.8%&-6.1%,2.8%,x,-6.8%,-4.5%,-9.3%,u,9.9%&-4.6%
CCCn1c(C(=O)c2ccc(OC)cc2)nc2ccccc21,x,-11.2%,-5.8%[9.22 µM],-19.2%,-5.9%,-13.5%,-11.1%,10.9%[10 µM]
COC(=O)[C@@]1(OC)C[C@@H]2O[C@@]1(C)n1c3ccccc3c3c4c(c5c6ccccc6n2c5c31)C(=O)N(C)C4,x,x,x,-18.4%[11.5 µM],1.8%[11.6 µM],-24.3%[11.6 µM],4.7%[13.5 µM],-89.2%[inhibitor][10 µM]
Cc1cccc(N2C(=O)NC(=O)C3(Cc4cc(C)ccc4N(C)C3)C2=O)c1 (configuration not stated),x,-0.7%,7.7%,u,-8.5%,-11.8%,8.91µM*,-19.4%

# Sorted by SMILES length (rising): four of the compounds above.
SMILES,SMN2 splice up,JMJD2E inh,HTT aggregate,Tau fibril ThT,Tau fibril FP,Tau fluor counter,ALDH1A1 block,HTT ATP protect
O=C(C1CCN(CC2CCCCC2)CC1)N1CCCC1,u,-11.4%,9.9%,5.3%,1.1%,7.4%,-1.6%,-9.7%[10 µM]
O=S1(=O)CCN(CCc2c[nH]c3ccccc23)CC1,-0.9%,5.1%,14.1%,0.3%,8.2%,2.1%,-8.7%,7.5%
Oc1ccc2c3c1O[C@H]1c4oc5ccccc5c4C[C@@]4(O)[C@@H](C2)N(CC2CC2)CC[C@]314,x,-5.6%,-12.1%[9.22 µM],4.9%,-5.7%,5.4%,x,0.1%[10 µM]
COC(=O)[C@@]1(OC)C[C@@H]2O[C@@]1(C)n1c3ccccc3c3c4c(c5c6ccccc6n2c5c31)C(=O)N(C)C4,x,x,x,-18.4%[11.5 µM],1.8%[11.6 µM],-24.3%[11.6 µM],4.7%[13.5 µM],-89.2%[inhibitor][10 µM]

# Screening results from PubChem BioAssay.

# An excerpt; rates above refer to the full screens.
